12-LOX inh: Primary qHTS assay for inhibitors of human arachidonate 12S-lipoxygenase (ALOX12): Round 2; Potency, µM (titrated, usually from 108 µM), without a hit: top-dose activity change, negative = inhibition, most hits filed as inhibitors; purified 12hLO, xylenol orange hydroperoxide absorbance; AID 1671190, 2021; actives 1.1% (n = 580,000); active = well fitted inhibition curve with a large enough effect; inconclusive = small, poorly fitted or top-dose-only effect, or another doubt; inactive = no such curve, though single readings can be large or run the other way
Target sequence (P18054 whole entry, looked up): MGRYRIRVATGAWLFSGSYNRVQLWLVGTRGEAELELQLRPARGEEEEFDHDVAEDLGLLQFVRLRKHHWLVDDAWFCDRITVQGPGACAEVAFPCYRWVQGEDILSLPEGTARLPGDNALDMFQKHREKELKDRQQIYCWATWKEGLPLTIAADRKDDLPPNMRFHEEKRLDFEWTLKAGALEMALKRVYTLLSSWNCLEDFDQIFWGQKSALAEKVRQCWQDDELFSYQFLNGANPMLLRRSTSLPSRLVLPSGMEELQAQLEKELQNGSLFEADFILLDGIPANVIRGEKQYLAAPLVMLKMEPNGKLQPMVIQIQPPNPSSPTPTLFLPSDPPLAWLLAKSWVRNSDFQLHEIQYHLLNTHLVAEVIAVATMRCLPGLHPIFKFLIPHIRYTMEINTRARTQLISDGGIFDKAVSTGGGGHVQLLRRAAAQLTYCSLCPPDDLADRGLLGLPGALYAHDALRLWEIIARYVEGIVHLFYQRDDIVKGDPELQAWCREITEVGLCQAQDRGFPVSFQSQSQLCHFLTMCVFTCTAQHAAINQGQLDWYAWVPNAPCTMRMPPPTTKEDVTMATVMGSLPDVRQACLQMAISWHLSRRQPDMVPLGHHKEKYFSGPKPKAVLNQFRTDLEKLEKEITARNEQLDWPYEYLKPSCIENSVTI
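Purified human 12hLO at 150 nM in 25 mM Hepes, 0.01% Triton X-100, pH 7.0, preincubated 15 min at room temperature with compound. Reaction started with 40 uM arachidonic acid, 30 min at room temperature. Hydroperoxide measured by Fe-xylenol orange, 573/405 nm absorbance ratio.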
An asterisk follows results filed as active; ? = inconclusive; & = joins results of further samples; [ ] = another dose, or the depositor's remark. % is scaled to controls: 0 for no effect and ±100 for the full control effect; potency is read from the fitted curve at half-maximal effect. An excerpt; count on the stated rates, not on these rows.

item	12-LOX inh	Molecule
1	52.1%[activator]	Cc1ccc(S(=O)(=O)N2CCc3c(C(=O)NCc4ccccn4)cccc32)cc1
2	11.3%	Cc1nc(CCC(=O)N2CCn3nc(C(=O)Nc4ccccc4)cc3C2)n[nH]1
3	-34.1%	NC(=O)c1cccc(-c2ccc3c(c2)N(CC2CC2)C(=O)COC3)c1
4	1.4%	CCNC(=O)N1CCN(c2ccc(N3CCN(C(=O)NCC)[C@H](C)C3)c(C)c2)[C@@H](C)C1
5	14.1%	COc1ccc(-c2ccc3nc(-c4cc(C)ccc4F)oc3c2)c(OC)c1OC
6	81.6%[activator]	O=C(c1ccc2nc[nH]c2c1)N1CCN(c2cc(-c3cccs3)[nH]n2)CC1
7	-0.5%	Cc1noc(-c2cccc(F)c2)c1C(=O)NCCCc1ccccc1
8	-3.8%	Cc1noc(C)c1CN1C[C@H]2[C@H](C1)[S+](=O)([O-])C(C)(C)C(=O)N2CCOc1ccccc1
9	-12.6%[176 µM]	Cc1cc2ncc(C(=O)NCc3cccc(C(F)(F)F)c3)cn2n1
10	-5.8%	O=C(c1ccc(F)cc1)N1CCC(OC2CCN(Cc3ccccc3)CC2)CC1
11	-10.9%[176 µM]	Oc1ccccc1CNC1(Cc2cc(-c3ccccc3)on2)COC1
12	12.7%	Cc1ccc(-c2noc(CCCc3nc(-c4cccnc4)no3)n2)nn1
13	88.5%[activator]	Cc1cc(C(=O)NCC2(COc3ccc(C(F)(F)F)cn3)C[C@@H](O)[C@@H](O)C2)no1 (some centres undefined)
14	6.8%	Cc1ccccc1CN1[C@@H](C)[C@H](c2ccccc2)Oc2cccc(NCC(C)C)c2S1(=O)=O
15	1.6%[176 µM]	CN(C(=O)c1cnc2n[nH]c(-c3ccccc3)c2n1)c1ccccc1
16	53.9%[activator]	O=C1CCN(Cc2ccncc2)CCCC(CO)CCN1 (centres undefined)
17	24.3%	CCOc1ccc(NC(=O)N2CCC(N3CC4CC(C3)[C@H]3CCCC(=O)N3C4)CC2)cc1 (some centres undefined)
18	20.7%	Cc1nnc2n1CCC(N(C)C(=O)CC1=CCCCC1)CC2 (centres undefined)
19	11.9%	COC(=O)C1CN(CCc2ccccc2)CCS(=O)(=O)N1Cc1ccccc1 (centres undefined)
20	22.6%	O=C(CN1CCOCC1)N1CCC(N2C(=O)C3(CCCC3)C2c2ccccc2)CC1 (centres undefined)
21	2.5%[176 µM]	CN(C)CCNC(=O)c1cnc2c(c1)N(C(=O)Cc1cn(C)c3ccccc13)CCC2
22	13.5%[176 µM]	Cc1ccc(C(=O)N2CCCN(c3nc4ncccc4o3)CC2)cc1
23	19.6%	N#Cc1ccccc1CN1CCCCC1c1nc(CCOCC2CCCC2)no1 (centres undefined)
24	152.6%[activator][176 µM]	COc1ccc(CN2Cc3[nH]cnc3C[C@H]2c2nc(-c3ccncc3)no2)cc1
25	34.3%[activator]	O=C(c1ccncc1)N1CCC(Oc2cccnc2)C1 (centres undefined)
26	32.8%[activator]	COc1ccc(NC(=O)C2CN(S(=O)(=O)C3CC3)CC23CCCCC3)c(OC)c1 (centres undefined)
27	-13.7%[6.33 µM]	CCNc1ncnc2c1CN(C1CCCNCC1)C(=O)CN2C (centres undefined)
28	?	COc1ccc(-c2ccnc3nc(-c4ccco4)nn23)c(F)c1
29	16.6%[176 µM]	O=C(Nc1cccc2ccccc12)O[C@@H]1CO[C@H]2[C@@H]1OC[C@@H]2NC(=O)C1CCC1
30	55.1%[176 µM]	O=C(C[C@@H]1O[C@H](CNC(=O)Nc2ccccc2)[C@@H](O)[C@H]1O)NCc1cccnc1
31	8.9%	CN1CCC(OC2CCN(S(=O)(=O)c3ccccc3F)CC2)CC1
32	47.5%[activator]	Cc1ccccc1CC(=O)N1CCC[C@H]1c1nc(-c2ccc(F)cc2)no1
33	42.3%[activator]	CC(=O)N1C[C@@H]2CCCN3CCC[C@@H]([C@H]23)[C@H]1CCCC(=O)N(C)C
34	31.4%[activator]	CCCN(CC1CCOC1)C(=O)Nc1cc(F)c(F)c(F)c1 (centres undefined)
35	11.8%	CCN1CC2(CCN(C(=O)c3cc4c(nc3OC)CCC4)CC2)OC1=O
36	17.3%	COc1cc(OC)cc(C(=O)NCC2CCCN(C(=O)C3=C(C)OCCO3)C2)c1 (centres undefined)
37	159.3%[activator]	Cc1nc(CN2CCCC(c3[nH]ncc3Cc3ccccc3)C2)co1 (centres undefined)
38	34.2%[activator]	Cc1nnc2ccc(N3CCC(C)CC3)nn12
39	7.0%	Cc1nc2ccccc2nc1CN1CCOc2ccc(C(C)(O)COc3ccccc3)cc2C1 (centres undefined)
40	0.9%	O=C(c1ccc(OC2CCN(Cc3c[nH]c4ccccc34)CC2)cc1)N1CCCCC1
41	4.1%	Cc1cc(=O)cc(C(=O)N2CCC3(CCCN(C(C)C)C3=O)C2)o1 (centres undefined)
42	36.0%[activator]	O=C([C@@H]1C[C@H](Oc2cccnc2)CN1C(=O)NCCc1ccccc1)N1CCOCC1
43	3.1%	Cc1cc(C)n(-c2ccc(NC(=O)CC[C@H]3NC(=O)c4ccccc4NC3=O)cc2)n1
44	38.6%[activator]	CNC(=O)N1CCC(C2CCN(C(=O)CCc3ccccc3OC)C2)CC1 (centres undefined)
45	-5.1%[176 µM]	COc1ncccc1-c1nc(-c2c(C)noc2C)cc2cc(C(C)C)oc12
46	?	Cc1cnc(-c2ccncc2)n1C1CCCN(C(=O)C2(c3ccccc3)CC2)C1 (centres undefined)
47	93.8%[activator]	Cc1nc2ccccc2n1CCC(=O)N1CC[C@H](CO)[C@@H](O)C1
48	-0.9%[176 µM]	CC(=O)N[C@H]1C[C@@H](c2nc(-c3ccc4c(c3)OCO4)no2)N(C)C1
49	57.6%[activator][176 µM]	CC(C)NC(=O)NC[C@H]1O[C@@H](CC(=O)NCc2cccnc2)[C@H](O)[C@@H]1O
50	-15.1%	O=C(Nc1ccccc1)N1CCn2c(nn(-c3ccc(C(F)(F)F)cc3)c2=O)C1

(next part)
item	12-LOX inh	Molecule
51	58.2%[activator]	CN1CCCCCC(O)c2cc(C(=O)NCCC3=CCCCC3)ccc21 (centres undefined)
52	18.6%	COCCCNC(=O)N1CCCC(c2nc(-c3cccnc3)no2)CCNC(=O)CC1 (centres undefined)
53	14.8%[6.33 µM]	CC(=O)N1Cc2ccccc2CC2(CCCN(Cc3cccnc3)C2)C1 (centres undefined)
54	-4.0%	O=C(CN1CC2CC(C1)[C@H]1CCCC(=O)N1C2)N1CCN(Cc2ccc3c(c2)OCO3)CC1 (some centres undefined)
55	33.2%[activator]	Cc1ccsc1C(=O)N1CCc2nn(CC3CC3)c(=O)n2CC1
56	3.1%	COc1ccc(Cn2cnc3cnc(Nc4ccc(NC(C)=O)cc4)cc32)cc1OC
57	92.2%[activator]	Cc1noc(C)c1[S+](=O)([O-])N1CCCC2(COc3ccccc3C(=O)N2)C1 (centres undefined)
58	13.1%	CC(C)n1cc2cc(C(=O)N3CCSCC3)sc2c1
59	?	Fc1ccc(CNC[C@H]2Cn3c(-c4ccc5c(c4)OCCO5)cnc3CO2)cc1
60	7.4%	Cc1cc2nc3n(c(=O)c2n1CC(=O)NCc1ccccc1Cl)CCCCC3

Of the compounds above, these have an aryl methoxy group:
item	12-LOX inh	Molecule
5	14.1%	COc1ccc(-c2ccc3nc(-c4cc(C)ccc4F)oc3c2)c(OC)c1OC
24	152.6%[activator][176 µM]	COc1ccc(CN2Cc3[nH]cnc3C[C@H]2c2nc(-c3ccncc3)no2)cc1
26	32.8%[activator]	COc1ccc(NC(=O)C2CN(S(=O)(=O)C3CC3)CC23CCCCC3)c(OC)c1 (centres undefined)
28	?	COc1ccc(-c2ccnc3nc(-c4ccco4)nn23)c(F)c1
35	11.8%	CCN1CC2(CCN(C(=O)c3cc4c(nc3OC)CCC4)CC2)OC1=O
36	17.3%	COc1cc(OC)cc(C(=O)NCC2CCCN(C(=O)C3=C(C)OCCO3)C2)c1 (centres undefined)
44	38.6%[activator]	CNC(=O)N1CCC(C2CCN(C(=O)CCc3ccccc3OC)C2)CC1 (centres undefined)
45	-5.1%[176 µM]	COc1ncccc1-c1nc(-c2c(C)noc2C)cc2cc(C(C)C)oc12
56	3.1%	COc1ccc(Cn2cnc3cnc(Nc4ccc(NC(C)=O)cc4)cc32)cc1OC

Following part:
item	12-LOX inh	Molecule
61	18.7%[176 µM]	Cc1ccc2nc3n(c2c1)[C@@H](CNC1CCN(C)CC1)COC3
62	30.9%[activator][176 µM]	CC(C)NC[C@H]1O[C@H](Cc2cc(CN(C)Cc3ccccc3)on2)CC[C@@H]1O
63	101.6%[activator]	Cc1cnccc1CN(C)C(=O)c1cc(COc2ccc(-n3cncn3)cc2)on1
64	2.4%[6.33 µM]	Cn1nccc1CN1CCn2c(nnc2-c2ccc(Cl)cc2)C1
65	?	CN(C)[C@@H]1C(=O)C(C(N)=O)=C(O)[C@@]2(O)C(=O)C3=C(O)c4c(O)cccc4C[C@H]3C[C@@H]12
66	?	O[C@@H]1C[C@@H](c2nc(Cc3ccc(F)cc3Cl)no2)N(Cc2cccs2)C1
67	37.1%[176 µM]	COC(=O)[C@H]1CCCN1C(=O)[C@@H]1[C@@H](NC(=O)NC(C)C)CCN1C(=O)c1cccn1C
68	-0.2%	COc1ccccc1NC(=O)Cn1c(-c2ccccc2)nc(C)cc1=O
69	30.6%[activator]	COCCOCc1nc(C2CCCCN2C(=O)NCc2ccccc2)no1 (centres undefined)
70	63.1µM*	CNC(=O)CCn1ncc2cc(OCc3ccccc3-c3ccc(F)cc3C)ccc21
71	66.8%[activator]	C1CC(C2CCN(C3CCOCC3)CC2)CN1 (centres undefined)
72	?	CCC(C)NC(=O)CC1Sc2ncccc2N(C)C1=O (centres undefined)
73	-4.0%	O=C([C@@H]1C[C@H](F)CN1S(=O)(=O)c1ccc(F)cc1)N1CCc2ccccc2C1
74	4.5%[176 µM]	Cc1oc(C(O)c2ccccc2)nc1C(=O)Nc1ccc2c(c1)NC(=O)CO2 (centres undefined)
75	38.7%[activator]	O=C(NC1CCCCC1)N1CCc2nnc(C3CC3)n2CC1
76	16.4%	CCN1C(=O)CCN(C(=O)c2ccc(OC)cc2)CC12CCOCC2
77	-22.2%	Cc1cccc(C)c1NC(=O)Cn1ccn2nc3c(c2c1=O)CCCC3
78	42.1%[activator]	CN1CC(=O)N(c2ccccc2)Cc2c1ncnc2N1CCC(O)CC1
79	16.8%	CCC1Oc2ccc(NC(=O)CC(C)(C)C)cc2CN(Cc2ccccc2F)C1=O (centres undefined)
80	?	COC(=O)C1=C(C)N(Cc2ccccc2C(F)(F)F)C(=NCc2ccc3c(c2)OCO3)NC1c1ccc(C(F)(F)F)cc1 (centres undefined)
81	?	Cc1nc(CN2Cc3nc(N(C)c4ccccc4)ccc3OCC2=O)cs1
82	21.1%	FC(F)(F)C1CN(c2cc(N3CCOCC3)ncn2)CCO1 (centres undefined)
83	3.4%	COc1ccc(C(=O)N2CCC3(CC2)C(OC)CN3c2cccc(F)c2)cc1 (centres undefined)
84	19.8%	COc1ccc(C(=O)N2CCCC(c3nn(-c4ccccc4)c(=O)[nH]3)C2)cc1 (centres undefined)
85	9.3%	Cc1nc(-c2ccccc2)n(Cc2ccc(C#N)cc2)c(=O)c1CCO
86	0.3%	CCCCCCNC(=O)C1CSCCS(=O)(=O)N1Cc1ccc(C)cc1 (centres undefined)
87	30.2%	Cc1nnnn1-c1cccc(C(=O)N2CCC3(CCCN(C)C3=O)C2)c1 (centres undefined)
88	19.6%	COCCOC1CCOC2(CCN(C(=O)c3cnc(C)cn3)CC2)C1 (centres undefined)
89	-2.2%[176 µM]	Cn1cc(-c2ccccc2Oc2ccccc2)c2nc(CO)cn2c1=O
90	17.2%	CC(C)c1noc(-c2cn(C3CCCN(C(=O)c4cccs4)C3)nn2)n1 (centres undefined)
91	25.2%	COc1cccc2c1OCCCN(CC1(O)CNCCOC1)C2 (centres undefined)
92	-10.7%[176 µM]	O=C1COCC2(CN1)CN(Cc1ccc(Cl)cc1)C2
93	-5.4%[57.4 µM]	Cc1cn(-c2cc(NC(=O)c3ccc(C)c(Nc4nccc(-c5cccnc5)n4)c3)cc(C(F)(F)F)c2)cn1
94	9.9%[176 µM]	CC(C)NC(=O)c1cnc2c(c1)N(C(=O)Cc1cccc(C(F)(F)F)c1)CCC2
95	19.2%	CCCOc1ccc(CNC(=O)CCn2ccn3nc4c(c3c2=O)CCCC4)cc1
96	17.2%	COC1CCC12CCN(C(=O)c1cccc(C)c1)CC2 (centres undefined)
97	22.1%[176 µM]	O=C(O)C[C@@H]1CCN(C(=O)c2ccc(F)cc2)C[C@@H]1CCN1CCCCC1
98	6.5%	CNC(=O)[C@@H]1CN(S(=O)(=O)c2c(C)noc2C)C[C@H]1C1CCN(C)CC1
99	-16.2%	COC(=O)[C@]12C[C@H](CC(=O)N3CCOCC3)C(=O)N(Cc3ccco3)C1=C[C@H](COCc1ccccc1)O[C@@H]2C
100	-1.0%	O=C(O)C1CN(C(=O)c2ccco2)CCN(C2CCOCC2)C1 (centres undefined)
101	31.2%[activator]	COCCN1C(=O)c2cccn2CC1CNC(=O)c1ccoc1 (centres undefined)
102	77.7%[activator][176 µM]	O=C(COc1ccccc1)N1CCOC[C@H](Oc2ccc(C(F)(F)F)cc2)C1
103	-2.8%	COc1ccc(C(=O)N[C@H]2CO[C@H]3[C@@H]2OC[C@@H]3n2cc(CN(C)Cc3ccccc3)nn2)cc1
104	28.6%	CNC(=O)[C@@H]1C[C@H](Oc2cccnc2)CN1C(=O)Cn1nc(C)cc1C
105	3.6%	CSc1cccc(NC(=O)Nc2cccc(-c3ccc(N4CCCC4)nn3)c2)c1
106	48.5%[activator]	Fc1ccccc1-c1noc(-c2nc(Cc3ccccc3)no2)n1
107	4.2%	COc1ccc(C2(C(=O)N3CCCN(S(=O)(=O)c4ccccc4)CCC(=O)NCC3)CC2)cc1
108	3.1%&22.3%	O=C(NCCc1ccc(Cl)cc1)c1cc(Br)cn2ccnc12
109	47.6%	CC(C)N1C[C@H](C(=O)NCCOc2ccccc2)[C@H](C(=O)O)C1

Assay outcomes: PubChem, National Center for Advancing Translational Sciences (NCATS)
